Screening results (PubChem BioAssay)
Tn6 DDE FP – DD(E)-Tn6 binding inhibition, primary FP screen | Fibrin DD(E) TRITC-Tn6 fluorescence polarization displacement | inhibition, % at 8.3 µM | hit rate 0.21% among 370,000 | AID 720509;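 active = inhibition above a per-campaign cutoff: mean of compounds within control limits plus 3 SD, cut at about 15% in these data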;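 also: 0% = median of all compound wells on the plate and 100% = blocking peptide control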
SIAE primary – inhibitors of human sialic acid acetylesterase SIAE; inhibition, % at 9.66 µM; hit rate 0.69% among 370,000; SIAE FP-Rh probe binding, fluorescence polarization; Q9HAT2;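 active = inhibition above a cutoff: mean of compounds within the control limits plus 3 SD of those, cut at about 17% in these data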;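 also: 0% = plate median of compound wells and 100% = probe without SIAE protein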
DDE Tn7 FP inh – DD(E)-Tn7 binding inhibition, primary FP screen. P02675. FP displacement of FITC-Tn7 peptide from fibrin DD(E); 0% = median of compound wells per plate. inhibition, % at 8.3 µM. hit rate 0.13% among 370,000. AID 720508;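 active = inhibition above the mean of compounds falling within the control limits plus 3 SD of them, cut at about 14% in these data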;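 also: 0% = plate median of compound wells and 100% = 10 µM Aha-Tn7 peptide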
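Assay system: human fibrin DD(E). Input: DD(E) 2 µM final. Medium: Tris buffer with calcium and detergent, pH 7.8. Compound dosing: single point at 8.3 µM. Timing: 10 min plus 3 h, room temperature. Technique: fluorescence polarization of the labelled Tn7 tracer. Read-out: percent inhibition. Replicates: singlicate testing.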
ARFGAP1 inh – inhibits rat ARF GTPase activating protein 1; Q62848; Arfgap1-stimulated ARF1 GTP hydrolysis, GDP FP detection; hit rate 0.26% among 360,000; AID 651572; inhibition, % at 16.5 µM;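 active = inhibition above a per-plate limit, mean inhibition of low control wells plus 3 SD, cut at about 25% in these data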;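 also: 0% = DMSO wells with enzyme and 100% = wells lacking Arfgap1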
Target sequence (Q62848 1-136 limits assumed): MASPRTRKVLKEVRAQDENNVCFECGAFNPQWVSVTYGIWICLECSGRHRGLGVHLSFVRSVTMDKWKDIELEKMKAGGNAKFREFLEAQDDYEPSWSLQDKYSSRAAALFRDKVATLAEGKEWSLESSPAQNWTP
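Material: rat Arfgap1 GAP domain (His6, aa 1-136), purified enzyme. Also added: human ARF1(Δ1-17)-GTP substrate. Compound dosing: 16.5 µM single point, 1.26% DMSO. Timing: enzyme reaction 120 min at 25 °C after 20 min preincubation. Signal: GDP detection by fluorescence polarization. Read-out basis: percent inhibition of GAP-stimulated GDP formation, scaled between DMSO and no-Arfgap1 medians.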
PLCb3 inh – PLC-beta3 (human) inhibition, primary screen. hit rate 0.18% among 370,000. Q01970. inhibition, % at 12.2 µM. Purified PLC-beta3, fluorogenic substrate, fluorescence; in the data active = inhibition above about 11%;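 also: 0% = median of compound wells on plate and 100% = full blocker control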
PLCg1 inh – PLC-gamma1 (human) inhibition, primary screen; P19174; purified PLC-gamma1, fluorogenic substrate, fluorescence; inhibition, % at 12.2 µM; hit rate 0.84% among 370,000; AID 720700; in the data active = inhibition above about 9.5%
TDP2 inh – blocks human TDP2 phosphodiesterase activity; inhibition, % at 12.8 µM; AID 720702; recombinant TDP2, T5PNP hydrolysis, p-nitrophenol absorbance 415 nm; O95551; hit rate 0.34% among 370,000;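 active = inhibition above the mean of all tested compounds plus 3 SD, set per campaign, cut at about 25% in these data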;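 also: 0% = DMSO with enzyme and 100% = buffer with substrate but no TDP2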
Target sequence (O95551 whole entry, looked up): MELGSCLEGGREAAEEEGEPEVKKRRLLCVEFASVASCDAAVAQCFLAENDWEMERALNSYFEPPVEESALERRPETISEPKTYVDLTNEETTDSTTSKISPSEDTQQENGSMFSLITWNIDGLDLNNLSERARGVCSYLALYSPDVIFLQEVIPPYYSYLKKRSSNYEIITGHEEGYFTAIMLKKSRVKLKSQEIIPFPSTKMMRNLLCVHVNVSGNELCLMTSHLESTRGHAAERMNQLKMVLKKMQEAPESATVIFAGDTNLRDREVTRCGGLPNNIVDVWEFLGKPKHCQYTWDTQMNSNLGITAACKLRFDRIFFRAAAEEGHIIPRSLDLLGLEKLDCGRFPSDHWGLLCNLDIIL
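Material: recombinant human TDP2; quantity: TDP2 enzyme at 120 nM final; medium: Tris-HCl pH 7.5 with MgCl2; compound: single concentration, 12.8 µM nominal, with 1% DMSO; incubation: 2 h enzyme incubation at 37 °C; signal: epi absorbance; measure: percent inhibition; benchmarks: high control without enzyme, low control DMSO plus TDP2; repeats: singlicate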
ASAP1 GAP inh – ASAP1 ArfGAP inhibition. inhibition, % at 16.5 µM. Q9ULH1. ASAP1-stimulated ARF1 GTP hydrolysis, GDP FP detection. hit rate 0.19% among 360,000. AID 624377; in the data active = inhibition above about 25%;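 also: 0% = vehicle with enzyme and substrate and 100% = no enzyme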
Target sequence (Q9ULH1 325-724 limits assumed): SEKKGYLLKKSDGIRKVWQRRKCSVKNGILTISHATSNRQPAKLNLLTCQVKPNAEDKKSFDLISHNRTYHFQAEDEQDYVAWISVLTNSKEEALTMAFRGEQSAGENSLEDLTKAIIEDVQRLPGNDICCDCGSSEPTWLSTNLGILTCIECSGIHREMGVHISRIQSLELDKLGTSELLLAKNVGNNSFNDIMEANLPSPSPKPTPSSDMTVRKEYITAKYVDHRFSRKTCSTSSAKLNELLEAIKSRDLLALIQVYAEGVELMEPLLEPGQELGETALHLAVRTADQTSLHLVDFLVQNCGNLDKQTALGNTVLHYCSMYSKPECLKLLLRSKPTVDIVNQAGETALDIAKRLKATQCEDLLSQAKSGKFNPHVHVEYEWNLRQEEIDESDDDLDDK
ADAM17 inh – inhibits human ADAM17; hit rate 0.83% among 370,000; recombinant ADAM17, EDANS/DABCYL FRET peptide cleavage; P78536; AID 720648; inhibition, % at 6.95 µM;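 active = inhibition above the mean of compounds lying between control limits plus 3 SD, set per campaign, cut at about 8.5% in these data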;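 also: 0% = DMSO-only wells as the low control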
ADAM10 inh – inhibitors of human ADAM10. recombinant ADAM10, EDANS/DABCYL FRET peptide cleavage, 3 h. hit rate 0.62% among 370,000. inhibition, % at 7 µM;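 active = inhibition above a per-campaign cutoff equal to the mean of compounds falling between control-based bounds plus 3 SD, cut at about 20% in these data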;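 also: 0% = DMSO wells while the 100% control is not disclosed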
Starred values were filed as active, the others as inactive.

structure	ADAM10 inh	TDP2 inh	Tn6 DDE FP	ASAP1 GAP inh	DDE Tn7 FP inh	ADAM17 inh	PLCg1 inh	PLCb3 inh	SIAE primary	ARFGAP1 inh
CN(Cc1ccccc1)C(=O)CCc1ccccc1	-12	0	-1	-2	-2	1	2	1	5	3
Cc1ccc(NC(=S)NCc2ccccc2)cc1[N+](=O)[O-]	11	1	-4	3	6	7	1	-2	1	6
O=[N+]([O-])c1c(Nc2ccc(O)cc2)cc(N2CCOCC2)c2nonc12	-2	6	1	-9	3	-2	0	1	-1	-7
Oc1c(Cl)cc(CN2CCOCC2)c2cccnc12	-9	1	5	-5	5	4	-4	-19	6	1
O=C(Nc1nccs1)C1=COCCO1	-3	5	5	-5	-2	-5	-4	2	3	-13
COCCN(C(=O)c1ccc(N2CCCC2=O)cc1)c1c(N)n(Cc2ccccc2)c(=O)[nH]c1=O	-3	2	2	-6	3	-3	1	-4	5	1
Cn1c(N/N=C/c2cc3ccccc3nc2Cl)nc2ccccc21	-17	1	7	6	-4	-8	-34	-46	5	1
Cc1ccc([N+](=O)[O-])cc1S(=O)(=O)Nc1ccc(O)c(Sc2ncn[nH]2)c1	0	-6	3	-3	-4	2	2	-4	9	-4
Cn1c(SC2CCCCC2=O)nnc1-c1ccccc1F (stereo not drawn)	-9	-7	4	2	-4	3	1	6	1	-12
O=C(CN1CCC(n2nnc3cc(F)ccc32)CC1)NC1CC1	0	-1	-2	5	9	-3	-6	-5	2	-12
CN1CCN(CCCCOc2ccc(Br)cc2)CC1	-3	4	-1	0	4	-7	2	-3	4	8
Cc1cc(Nc2c(C)n(C)n(-c3ccccc3)c2=O)n2c(nc3ccccc32)c1C#N	-19	2	-1	0	4	-8	-10	-16	0	5
O=C(COc1cccnc1[N+](=O)[O-])NCc1ccc2c(c1)OCO2	1	-9	-5	7	4	-2	-1	-7	3	-7
Cc1ccc2nc3c(c(Nc4ccc(O)cc4)c2c1)CCC3	-2	7	4	4	-1	-4	7	-4	7	1
Cc1ccc(S(=O)(=O)NCC(=O)OCC(=O)c2ccc(Cl)s2)cc1	-2	-14	4	-2	1	2	1	-8	-2	11
CC(C)CN(CC(C)C)C(=O)C12CCC(C)(C(=O)C1)C2(C)C (stereo not drawn)	-4	-6	-3	-1	2	-4	1	-5	3	5
C=Cc1ccc(C2=CC(=O)C[C@H](c3ccc(OC)cc3)C2)cc1	6	2	0	-8	4	2	-1	-4	-1	-4
Cc1ccc2c(Cl)cc(Cl)c(OCC(=O)N(C(C)C)C(C)C)c2n1	-7	10	0	-6	2	1	5	0	12	-4
CCCNC(=O)C1(C)CCN(C(=O)Cc2ccc3ccccc3c2)C1 (stereo not drawn)	-2	-6	2	4	0	-2	2	2	1	-2
CCCNC(=O)c1cc(C2CCCCN2S(C)(=O)=O)on1 (stereo not drawn)	3	3	6	-18	0	0	1	6	-1	4

Three entries already listed, sorted by their value in TDP2 inh, high to low:
structure	ADAM10 inh	TDP2 inh	Tn6 DDE FP	ASAP1 GAP inh	DDE Tn7 FP inh	ADAM17 inh	PLCg1 inh	PLCb3 inh	SIAE primary	ARFGAP1 inh
CCCNC(=O)c1cc(C2CCCCN2S(C)(=O)=O)on1 (stereo not drawn)	3	3	6	-18	0	0	1	6	-1	4
COCCN(C(=O)c1ccc(N2CCCC2=O)cc1)c1c(N)n(Cc2ccccc2)c(=O)[nH]c1=O	-3	2	2	-6	3	-3	1	-4	5	1
Cc1ccc([N+](=O)[O-])cc1S(=O)(=O)Nc1ccc(O)c(Sc2ncn[nH]2)c1	0	-6	3	-3	-4	2	2	-4	9	-4

Going on with the list.
structure	ADAM10 inh	TDP2 inh	Tn6 DDE FP	ASAP1 GAP inh	DDE Tn7 FP inh	ADAM17 inh	PLCg1 inh	PLCb3 inh	SIAE primary	ARFGAP1 inh
Cc1cccn2c(CNC3CCCc4ccccc43)c(C(=O)N3CCOCC3)nc12 (stereo not drawn)	-13	-6	-5	-5	-2	-8	-5	-10	-3	0
COC(=O)C1=C(N)Oc2cc(C)n(CC3CCCO3)c(=O)c2C1c1ccc(Cl)cc1 (stereo not drawn)	8	1	-1	-2	3	0	1	0	-5	-17
Cc1onc(-c2c(F)cccc2Cl)c1C(=O)N1CCOC12CCCCC2	-2	7	-6	-11	-3	0	2	-1	-4	3
Cc1ccccc1Nc1cccc2nonc12	4	-3	2	-2	2	2	-67	-61	4	5
Cc1ccccc1NC(=O)c1c([N+](=O)[O-])cnn1C	-9	-12	0	-6	1	-6	-1	-8	-6	1
Cc1cc(/C=N\NC(=O)CC(=O)NC2CCCCC2)c(C)n1-c1ccc(Cl)c(Cl)c1	-1	-13	7	-10	6	1	-10	-18	-2	-5
Cc1ccc(OCCN2CCOCC2)cc1C	8	0	2	0	6	6	-5	-6	1	-3
O=C(O)CCn1ccc2cc(S(=O)(=O)N3CCCCCC3)ccc21	-7	8	8	-1	1	-3	-3	-7	6	5
CCSc1nnc(NC(=O)C2CSC3(C)CCC(=O)N23)s1 (stereo not drawn)	-15	8	-3	-17	2	-3	2	-3	-6	1
O=C(/C(=N/O)n1cncn1)c1ccccc1Cl	-2	3	2	4	-3	-6	-3	2	3	-5
O=C(O)CC1(CC(=O)NCc2ccccn2)CCCCC1	2	-16	-4	-7	1	-1	4	0	-3	7
Cc1ccc(-c2nn(Cc3ccccc3)cc2C(=O)N2CCN(c3ccccn3)CC2)cc1	-6	3	-3	9	0	-10	0	-7	6	2
O=c1c2ccccc2ncn1CCCOc1ccccc1[N+](=O)[O-]	-5	1	5	0	8	-3	1	4	-4	3
COCCN=c1scc(-c2ccccc2)n1/N=C/c1c[nH]c2ccccc12	7	-6	8	15	-4	6	-2	-1	9	7
CCN(CC)CC(=O)c1c(N)n(Cc2ccccc2)c(=O)n(C)c1=O	-1	-2	0	-1	-3	-3	1	-5	0	-7
CC(C)[C@H](NC(=O)c1cccc(S(=O)(=O)N2CCOCC2)c1)C(=O)NCc1ccc(F)cc1	-4	-5	0	10	-4	-4	0	4	0	-5
O=C(COc1ccc(F)cc1Br)N1CCc2ccccc21	9	15	1	3	1	-4	4	1	0	18
COC(=O)[C@@]12C[C@@H](CC(=O)N3CCCC3)C(=O)N(Cc3ccccc3)C1=CCC(C)(C)C2	1	4	0	-1	-2	0	3	1	-2	-13
CCn1c2ccccc2c2cc(NC(=O)c3ccco3)ccc21	-1	5	-4	2	1	1	-10	-7	11	0
C[C@H]1CN([C@@H](C)CO)C(=O)CCCn2nncc2CO[C@@H]1CN(C)Cc1ccc(C(=O)O)cc1	-6	9	5	-2	3	-5	1	-1	3	-13

Among those listed so far, three have an aryl thioether with sulfur outside any ring.
structure	ADAM10 inh	TDP2 inh	Tn6 DDE FP	ASAP1 GAP inh	DDE Tn7 FP inh	ADAM17 inh	PLCg1 inh	PLCb3 inh	SIAE primary	ARFGAP1 inh
Cc1ccc([N+](=O)[O-])cc1S(=O)(=O)Nc1ccc(O)c(Sc2ncn[nH]2)c1	0	-6	3	-3	-4	2	2	-4	9	-4
Cn1c(SC2CCCCC2=O)nnc1-c1ccccc1F (stereo not drawn)	-9	-7	4	2	-4	3	1	6	1	-12
CCSc1nnc(NC(=O)C2CSC3(C)CCC(=O)N23)s1 (stereo not drawn)	-15	8	-3	-17	2	-3	2	-3	-6	1

Next results follow.
structure	ADAM10 inh	TDP2 inh	Tn6 DDE FP	ASAP1 GAP inh	DDE Tn7 FP inh	ADAM17 inh	PLCg1 inh	PLCb3 inh	SIAE primary	ARFGAP1 inh
O=C(Oc1ccc(=O)n(-c2ccccc2)n1)c1cccc(Cl)c1	5	-6	-3	17	-7	1	4	1	-5	7
COc1cccc(NC(=O)C(NC2CCCC2)c2ccccc2)c1 (stereo not drawn)	-8	-11	-4	1	-1	-2	-4	-1	4	0
Cc1cc(C)n(Cc2ccccc2F)c(=O)c1C#N	-14	-11	-10	5	-5	-3	1	1	-1	8
c1ccc(OCc2nn3c(Cn4nnc5ccccc54)nnc3s2)cc1	3	-2	5	4	-5	3	-3	1	2	-1
O=C(O)/C=C(/c1ccccc1)C(F)(F)F	-5	2	7	6	1	-3	1	-6	-1	1
O=C(N[C@H](C(=O)N1CCC[C@H]1C(=O)NC1CCCC1)C1CCCCC1)C1CC1	-4	6	0	3	-5	-2	-1	3	-2	4

An excerpt from above, limited to SIAE primary:
Structure | SIAE primary
Cc1cc(C)n(Cc2ccccc2F)c(=O)c1C#N | -1
O=C(N[C@H](C(=O)N1CCC[C@H]1C(=O)NC1CCCC1)C1CCCCC1)C1CC1 | -2
COc1cccc(NC(=O)C(NC2CCCC2)c2ccccc2)c1 (stereo not drawn) | 4
O=C(O)/C=C(/c1ccccc1)C(F)(F)F | -1
